GLP-1R inv ag – acts as inverse agonist at human GLP-1 receptor. P43220. HEK293 GLP-1R CRE-luciferase, luminescence, 24 h; GLP-1R form is constitutively active. Potency, µM (series often up to 38.3 µM), for inactives: top-dose activity change, negative = inhibition, actives largely listed as inhibitors. 410,000 compounds, 1.6% hits; further: potency means the concentration at half of the fitted maximal effect; on the % scale 0 is the no-effect control and ±100 the full control effect; nearly all actives have a fitted effect of over 55% in size
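Inverse agonism was detected as reduced cAMP-driven luciferase luminescence after 24 h compound treatment. The cells were HEK293 clones expressing constitutively active human GLP-1R with the reporter. Reporter-only and GPR119 cell lines served as counterscreen controls.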
D3 antag – blocks the human D3 dopamine receptor. D3R cells, DiscoveRx beta-arrestin luminescence, antagonist mode; hits give low values. 360,000 compounds, 2.5% hits. P35462. max response, negative = inhibition, %; in the data active means max response below about -50%; inconclusive means no clear call, values can overlap the other calls; further: on the % scale 0 is the no-effect control and ±100 the full control effect; mostly tested at two doses, the higher about 12 µM
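Cells plated overnight at 1500 cells/well, then exposed to library compounds with dopamine controls for 90 minutes at 37 degrees C. DiscoveRx reagent added for 30–60 minutes at room temperature; luminescence read, quantitative HTS format.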
WRN helicase inh – inhibitors of human WRN helicase; Q14191; WRN helicase unwinding, fluorescent forked duplex, kinetic; Potency, µM (top dose mostly 114 µM), without a hit: top-dose activity change, negative = inhibition, most hits filed as inhibitors; 360,000 compounds, 0.46% hits; further: potency means the concentration at half of the fitted maximal effect; on the % scale 0 is the no-effect control and ±100 the full control effect; nearly all actives have a fitted effect of over 55% in size
Target sequence (Q14191 whole entry, looked up): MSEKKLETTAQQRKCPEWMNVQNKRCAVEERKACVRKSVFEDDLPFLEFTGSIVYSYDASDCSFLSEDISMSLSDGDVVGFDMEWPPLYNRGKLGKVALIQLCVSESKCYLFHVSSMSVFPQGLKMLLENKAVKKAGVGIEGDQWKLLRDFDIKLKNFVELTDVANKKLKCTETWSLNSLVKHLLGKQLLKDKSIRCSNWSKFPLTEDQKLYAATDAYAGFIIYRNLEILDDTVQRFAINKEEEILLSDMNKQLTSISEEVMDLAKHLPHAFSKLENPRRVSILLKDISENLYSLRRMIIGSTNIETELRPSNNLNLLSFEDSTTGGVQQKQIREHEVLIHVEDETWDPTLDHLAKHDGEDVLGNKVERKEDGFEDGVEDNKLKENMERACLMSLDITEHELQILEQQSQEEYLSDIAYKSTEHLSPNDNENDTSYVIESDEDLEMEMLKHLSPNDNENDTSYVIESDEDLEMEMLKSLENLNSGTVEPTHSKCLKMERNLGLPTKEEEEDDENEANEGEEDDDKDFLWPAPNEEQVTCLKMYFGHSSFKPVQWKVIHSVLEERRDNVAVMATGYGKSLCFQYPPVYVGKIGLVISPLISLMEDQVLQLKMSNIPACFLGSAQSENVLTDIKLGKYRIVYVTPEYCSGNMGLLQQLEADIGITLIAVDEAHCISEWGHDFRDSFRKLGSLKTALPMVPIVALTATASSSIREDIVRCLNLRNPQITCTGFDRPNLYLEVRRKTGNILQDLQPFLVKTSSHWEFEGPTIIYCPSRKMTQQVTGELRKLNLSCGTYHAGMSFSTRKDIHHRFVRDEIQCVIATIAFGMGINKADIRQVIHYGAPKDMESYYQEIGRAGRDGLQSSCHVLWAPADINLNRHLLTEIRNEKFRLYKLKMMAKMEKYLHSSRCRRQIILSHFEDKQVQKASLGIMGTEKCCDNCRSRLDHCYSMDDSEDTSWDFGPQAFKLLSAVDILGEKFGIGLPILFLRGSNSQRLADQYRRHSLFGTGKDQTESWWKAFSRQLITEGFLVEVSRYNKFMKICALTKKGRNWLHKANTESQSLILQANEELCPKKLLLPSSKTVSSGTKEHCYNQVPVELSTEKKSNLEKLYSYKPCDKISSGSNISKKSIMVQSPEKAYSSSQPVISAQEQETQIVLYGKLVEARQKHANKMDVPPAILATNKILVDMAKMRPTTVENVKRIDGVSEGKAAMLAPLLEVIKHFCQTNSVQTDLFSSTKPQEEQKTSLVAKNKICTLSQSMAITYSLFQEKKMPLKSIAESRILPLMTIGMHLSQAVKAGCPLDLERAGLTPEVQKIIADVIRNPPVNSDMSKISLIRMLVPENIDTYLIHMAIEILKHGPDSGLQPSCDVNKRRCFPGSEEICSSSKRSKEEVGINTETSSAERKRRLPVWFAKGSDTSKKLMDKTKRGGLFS
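WRN at 20 nM final was preincubated with compound for 15 min at room temperature; reaction started with 100 nM forked duplex oligonucleotide carrying fluorophore and quencher plus 2 mM ATP (final). Unwinding followed kinetically by red fluorescence (ex 525/em 598 nm).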
PI5P4Ka inh – inhibitors of human PI5P4K alpha | PI5P4Kalpha enzyme, ADP-Glo luminescence, 60 min; hits give low values | AID 652105 | 330,000 compounds, 1.2% hits | P48426 | max response, %; active means max response of -50% or lower; inconclusive means between -30% and -50%; inactive means -30% or higher; further: value at the top dose of about 77 µM; on the % scale 0 is the no-effect control and ±100 the full control effect
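Controls without substrate or without enzyme flank wells where PI5P4Kalpha converts substrate using 5 microM ATP (final). Incubation lasts 60 minutes at room temperature; ADP formed is read by ADP-Glo luminescence.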
GLP1R cytotox – cytotoxic in the GLP-1 receptor inverse agonist counter-screen; HEK293 cAMP-luciferase reporter cells, luminescence, 24 h; AID 624418; Potency, µM (highest dose often 38.3 µM), inactives show at the top dose activity change, negative = inhibition, usual class: inhibitors; 410,000 compounds, 0.13% hits;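 further: loss of luciferase light is scored as toxicity; potency means the concentration at half of the fitted maximal effect; on the % scale 0 is the no-effect control and ±100 the full control effect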
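Step one: seed cells (200 cells/uL, DMEM with 10% Nu serum, 1% pen-strep). Step two: 12-hour incubation at 37 deg C. Step three: pin 23 nL compound, incubate 24 hr. Step four: add luciferase reagent, read luminescence 12 min later.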
IL2 activator – activators of IL-2; IL-2 activation reporter assay, cell-based qHTS; stimulated with anti-CD3/CD4/CD28 beads; in transgenic mouse T cells; activation, % (series mostly up to about 46 µM); 360,000 compounds, 0.065% hits; AID 652025; in the data active means activation above about 50%; inconclusive means mostly about 30% to 49%; further: 0% is about no effect
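Unstimulated transgenic mouse T cells; 60-min compound exposure; bead-based TCR/CD4/CD28 stimulation; 18 h culture, 37 degrees C; dual fluorescence (EGFP, DsRed) plate cytometry.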
PLK1 PBD inh – PLK1 (human) polo-box domain binding inhibition | AID 720504 | P53350 | 360,000 compounds, 2.8% hits | Potency, µM, inactives show max response, negative = inhibition, most hits filed as inhibitors | Plk1 PBD binding of FITC phosphopeptide, fluorescence polarization; further: potency means the concentration at half of the fitted maximal effect; series mostly up to about 57 µM; on the % scale 0 is the no-effect control and ±100 the full control effect; nearly all actives have a fitted effect of over 65% in size
GLP-1R agonist – agonists of human GLP-1 receptor | Potency, µM (top dose mostly 45.6 µM), for inactives: at the top dose activation, hits mostly activators | HEK293 GLP-1R CRE-luciferase, luminescence, 4-6 h; cells express a hypersensitive GLP-1R form | AID 624172 | P43220 | 380,000 compounds, 0.007% hits; further: potency means the concentration at half of the fitted maximal effect; % of control where 0% means no effect
D3 ag – D3 dopamine receptor (human) agonism. max activation, %. AID 652048. 410,000 compounds, 0.58% hits. D3R DiscoveRx beta-arrestin cells, luminescence, 90 min; in the data active means max activation above about 30%; further: 0% is about no effect; mostly tested at two doses, the higher about 12 µM
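Cells at 1500/well, incubated overnight, then treated with pinned compounds (dopamine as control) for 90 min at 37 degrees C. DiscoveRx reagent added for 30 - 60 minutes at room temperature; luminescence read.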
The depositor's hits bear a star; ? = inconclusive; · = not tested or not shown; & = joins results of further samples; [ ] = dose if it differs, or a comment. Unless noted, the call rests on the fitted dose curve; in most records, active means well fitted curve in the direction sought with a large enough effect; inconclusive means small, poorly fitted or top-dose-only effect, or another doubt; inactive means no such curve, though single readings can be large; an effect the other way counts as inactive or inconclusive. Not a hit list; any-hit rate near 7.8%.

SMILES	GLP-1R inv ag	D3 antag	WRN helicase inh	PI5P4Ka inh	GLP1R cytotox	IL2 activator	PLK1 PBD inh	GLP-1R agonist	D3 ag
O=C(Cc1ccccn1)Nc1ccccc1	3%	10	-11%	0	3%	-2.5	-4%	17%	5
Cc1nn(C(=O)CNS(=O)(=O)c2ccccc2)c(C)c1Sc1ccc(Cl)cc1	-4%	24	-28%	15	6%	-3.5	-2%	6%	7
O=C(c1cc2sccc2n1Cc1ccccc1)N1CCCc2ccccc21	10µM*	-16	2%	14	-3%	-0.6	-2%	0%	-9
CCOc1ccccc1CN1C(=O)NC2(CCCCCC2)C1=O	-25%	1	-17%	-1	-3%	-0.6	1%	12%	7
O=C(CCC(=O)Nc1ccc(F)cc1)N/N=C/c1cc([N+](=O)[O-])ccc1O	?	-70*	-6%	3	-15%	-2.7	-11%	0%	-17
Cc1nc(-c2ccccc2)sc1-c1n[nH]c(=S)n1C	-24%	25	-12%	·	5%	-0.6	-2%	12%	0
CCC(C)SCC(=O)Nc1ccc(S(=O)(=O)N2CCOCC2)cc1OC (stereo not given)	38%[activator]	4	-5%	-19	-2%	-0.6	-17%	16%	2
CC(C)Oc1ccc(C(=O)NC2CCN(Cc3ccccc3)CC2)cc1	?	12	8%	0	-18%	0.7	-12%	7%	-5
Cc1ccc2ccc(S(=O)(=O)NCc3ccccn3)cc2c1	7%	-13	-1%	1	-8%	0.2	-11%	20%	4
O=C(CCCn1c(SCC(=O)Nc2ccccc2Cl)nc2ccccc2c1=O)NCC1CCCO1 (stereo not given)	-17%	-6	1%	1	3%	-1.9	-9%	-5%	-7
CCCCSc1[nH]c(=O)c(C(=O)OCC)cc1C#N	-2%	-9	2%	-18	0%	0.6	-11%	-8%	0
CCOC(=O)c1c(C)c(C(=O)N(C)C2CCCCC2)c(C)n1C	0%	?	6%	·	-20%	-3.7	-6%	2%	1
Cc1cccc2sc(NC(=O)CSc3cn[nH]n3)nc12	0%	-2	-3%	0	-1%	-0.4	-6%	2%	1
CCC(=O)Nc1nc(-c2ccccc2)ns1	0%	39	-7%	0	5%	-2.1	-7%	1%	0
CC(C)NC(=O)Nc1ccc2c(c1)C(=O)N([C@H](C)CO)C[C@H](C)[C@@H](CN(C)S(C)(=O)=O)O2	12%	17	3%	-1	-26%	-1.9	1%	-1%	-9
Cc1ccc(SCC(=O)c2ccc[nH]2)cc1	3%	3	-2%	-11	20%	2.2	2%	7%	2
COc1ccc(Nc2cc(C(=O)NCCCN3CCOCC3)c3ccccc3n2)cc1	?	4	10%	3	-6%	-4.1	-7%	3%	3
O=C(Nc1ccc(OC(F)(F)F)cc1)NC1CCC(Oc2ccc(C(=O)O)cc2)CC1 (stereo not given)	?	41	-2%	0	15%	0.7	-3%	-4%	3
CC(=O)c1ccc(N2CCN(C(=O)c3ccc4nc[nH]c4c3)CC2)cc1	9%	4	11%	-3	4%	-2.1	-3%	-2%	3
Nc1ccn(CCCNC2CCN(Cc3ccccc3)CC2)c(=O)n1	0%	15	-1%	-3	2%	1.3	-8%	0%	4
CCC(C)NCc1ccc(C(=O)OC)o1 (stereo not given)	10%	?	7%	-15	1%	1.5	24µM*	-8%	-6
Cc1ccc(Oc2nc3ccccc3n3cccc23)cc1	?	0	-8%	28	19%	1.5	-2%	14%	-9
COc1ccccc1NC(=O)N1CCC(NC(=O)C(Cc2ccccc2F)NC(C)=O)CC1 (stereo not given)	11%	10	5%	-1	-1%	-1.9	-6%	-4%	3
O=C(Cc1ccc(-n2c(=O)[nH]c3ccsc3c2=O)cc1)NCc1cccnc1	24%	-10	-3%	6	18%	-0.4	4%	5%	-6
O=C(COc1ccc2c3c(c(=O)oc2c1)CCC3)N1CCCCC1	15%	-6	-5%	-7	8%	1.1	-2%	17%	-25
Cc1ccc(O)c(NC(=O)C2=CC(c3ccco3)=NS(=O)(=O)N2C)c1	15%&1%	8	0%	0	1%&0%	-2.3	0%	-4%	4&5
Cc1ccc(C2=NN(C(=O)CSc3nccn3C)C(c3ccco3)C2)cc1 (stereo not given)	?	-21	-5%	10	-21%	-1.8	-4%	16%	-3
Cc1[nH]nc2c1C1(CCC3(CC1)OCCO3)C(C#N)=C(N)O2	11%	11	-5%	·	2%	-2.4	0%	-4%	4
CCN(CC)CCCN=C(N)N	0%	2	-6%	0	3%	-2.0	-8%	-4%	1
Cn1nc(C(=O)OCC(=O)c2ccc(Br)cc2)c2ccccc2c1=O	-13%	-27	-32%	-5	7%	0.9	-15%	10%	0
O=C(NCCN1CCC(n2c(=O)[nH]c3ccccc32)CC1)c1c(F)cccc1F	-14%	-92*	4%	-1	-15%	0.4	-9%	-5%	-12
CC1CN(S(=O)(=O)c2ccc(C(=O)Nc3nnc(-c4ccc5c(c4)CCCC5)o3)cc2)CC(C)O1 (stereo not given)	?	2	6%	-5	-26%	-2.7	?	-1%	-3
Cc1cc2ccccc2n2c(SCC(=O)N3CCOCC3)nnc12	8%	-15	5%	-3	20%	0.5	4%	18%	-10
O=C(O)CCCC(=O)Nc1ccccc1C(=O)N1CCOCC1	3%	-22	12%	3	-4%	-0.7	-13%	0%	3
COc1ccc(F)cc1C(=O)C1CCCN(C(=O)CSc2ccccn2)C1 (stereo not given)	8%	11	0%	3	0%	1.9	-7%	11%	1
C=CCNc1nc(C(=O)OCC(=O)c2ccc(F)cc2)cs1	34%[activator]	-8	-4%	?	-11%	1.0	-5%	15%	5
COc1ccc(NC(C)=O)cc1S(=O)(=O)NC(C)c1ccc(-n2ccnc2)cc1 (stereo not given)	-7%	2	5%	0	-5%	-0.7	-6%	13%	2
Cc1c(Cl)cccc1-n1c(SCC(=O)N2CCC(C(=O)O)CC2)nc2ccccc2c1=O	-19%	0	5%	-4	-6%	0.4	1%	-1%	-3
Cc1c[n+]([O-])ccc1[N+](=O)[O-]	9%	8	9%	4	-1%	-0.7	-7%	2%	6
CCOc1ccc(S(=O)(=O)N2CCC(C(=O)N3CCN(c4ccccc4)CC3)CC2)cc1	4%	11	-13%	0	4%	-1.0	-6%	-3%	2
CCC(Sc1nc2ccsc2c(=O)n1CCC(=O)O)C(=O)Nc1ccc(Cl)cc1 (stereo not given)	16%	17	4%	4	6%	-1.3	2%	-5%	1
C=CCC(=O)NC1CC(C)(C)Cc2c1cnn2-c1ccccc1C (stereo not given)	4%	20	-7%	-5	-2%	0.0	-2%	-5%	3
CC(=O)N1CC(C)Sc2ccc(S(=O)(=O)NC3CCCCC3)cc21 (stereo not given)	-8%	8	-5%	0	0%	-3.1	-10%	6%	0
O=[N+]([O-])c1cc(C(F)(F)F)ccc1NCCCCNS(=O)(=O)c1ccc2ccccc2c1	-5%	-15	-8%	·	-7%	-2.0	-1%	-2%	-11
Cc1ccc(S(=O)(=O)/N=C2/NC(=O)/C(=C\c3ccccc3)S2)cc1	?	21	?	-18	-16%	0.3	24µM*	11%	4
Cc1ccc(NC(=O)[C@@H]2CCC(=O)N2C2OC(=O)c3ccccc32)cc1Cl (stereo not given in full)	48%[activator]	0	-9%	0	1%	0.5	-5%	29%	-18
Cc1ccc(-n2nc(C)c(NS(=O)(=O)c3ccccc3)c2C)cc1C	-3%	-20	-5%	·	7%	-1.1	-8%	1%	-15
Cn1c(=O)c2c(nc(CN3CCN(C(c4ccccc4)c4ccccc4)CC3)n2CCCO)n(C)c1=O	-23%	14	-34%	-3	-4%	-0.4	2%	22%	7

Some of the entries above, set out differently.
Cn1c(=O)c2c(nc(CN3CCN(C(c4ccccc4)c4ccccc4)CC3)n2CCCO)n(C)c1=O
  GLP-1R inv ag = -23%
  D3 antag = 14
  WRN helicase inh = -34%
  PI5P4Ka inh = -3
  GLP1R cytotox = -4%
  IL2 activator = -0.4
  PLK1 PBD inh = 2%
  GLP-1R agonist = 22%
  D3 ag = 7

Cc1c(Cl)cccc1-n1c(SCC(=O)N2CCC(C(=O)O)CC2)nc2ccccc2c1=O
  GLP-1R inv ag = -19%
  D3 antag = 0
  WRN helicase inh = 5%
  PI5P4Ka inh = -4
  GLP1R cytotox = -6%
  IL2 activator = 0.4
  PLK1 PBD inh = 1%
  GLP-1R agonist = -1%
  D3 ag = -3

The results go on.
SMILES	GLP-1R inv ag	D3 antag	WRN helicase inh	PI5P4Ka inh	GLP1R cytotox	IL2 activator	PLK1 PBD inh	GLP-1R agonist	D3 ag
N/C(=N\OC(=O)c1ccc(Br)cc1)c1ccccc1	0%	10	-7%	·	1%	-0.3	-9%	-16%	-1
O=C(NCCN1CCN(c2ccccc2)CC1)c1ccc2c(c1)[nH]c(=S)n1c3ccccc3nc21	25%	-3	-7%	-21	11%	2.3	-3%	0%	19
Cc1cc(CNC(=O)COc2ccc(F)cc2)c2ccccc2n1	1%	8	0%	-4	5%	-5.4	-16%	6%	2
COc1ccc(-n2c(SCCC(=O)O)nnc2-c2ccncc2)cc1	2%	-24	-30%	-7	-8%	-1.9	-7%	11%	-4
COc1ccc2c(c1)c(=O)oc1cc(OCC(=O)NC3CC3)ccc12	0%	-11	-4%	-28	3%	-0.3	-11%	0%	2
NS(=O)(=O)c1ccc(NC=C2C(=O)OC3(CCCCC3)OC2=O)cc1	0%	-12	-1%	·	2%	-1.4	-10%	0%	-2
NCCN1CCN2C(=O)CN(C(=O)c3ccccc3)CC12 (stereo not given)	14%	32	-9%	2	4%	1.5	-1%	0%	0
Cc1ccc(/C=N/Nc2nc(N3CCOCC3)nc(N3CCOCC3)n2)o1	38%[activator]	26	-2%	-2	19%	-1.4	-15%	16%	2
O=C(NCCc1ccccc1)C(=O)Nc1nccs1	19%	0	-14%	9	-3%	-0.3	0%	-12%	3
COc1ccc(NC(=O)COC(=O)c2ccc3ccccc3n2)cc1OC	6%	-3	-3%	3	-7%	-1.4	7%	1%	1
Cc1ccc(NC(=O)CCNC(=O)c2ccccc2)cc1F	-1%	-17	4%	-14	-12%	0.7	-6%	12%	-6
CCN(CC)S(=O)(=O)c1ccc(N2CCOCC2)c(NC(=O)COc2ccccc2C#N)c1	4%	-18	0%	8	2%	0.1	-1%	-6%	1

Screening data: PubChem, National Center for Advancing Translational Sciences (NCATS)
